Assay outcomes from PubChem BioAssay.
Statin myotox sup: suppressors of simvastatin-induced myotoxicity in C2C12 myotubes; AID 602340; 330,000 tested, 0.78% active; ATP luminescence, 48 h; scaled: DMSO 0, geranylgeraniol control 100; rescue of ATP level, % at 7.49 µM;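 active means mean ATP rescue above about 67%, or every replicate alone reaching that limit, limit read from the data, passing the limit was not always enough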;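 further: myotubes were challenged with 10 µM simvastatin during compound exposure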
miR-122 sensor: inhibitors of miR-122 in Huh7 cells; 340,000 tested, 0.3% active; Huh7 miR-122 Renilla luciferase sensor, 48 h; neutral wells = 0, positive control = 100; activation (reporter increase), % at 12.5 µM;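 active means mean replicate activation score at least 90 and every replicate individually at or above 90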;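 further: higher luciferase means less miR-122 activity so hits act as miR-122 inhibitors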
PGC1a acetyl inh: lowers PGC1a acetylation signal in U2OS cells; inhibition, % at 15.6 µM; AID 651687; 350,000 tested, 0.17% active; AlphaScreen anti-acetyl-lysine; with virally co-expressed GCN5 acetyltransferase;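 active means every replicate shows inhibition of at least 40%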;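 further: 0% = neutral control wells and 100% = positive control wells; some results beyond the cut were filed as inactive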
Cneo AK release: Cryptococcus neoformans lysis via adenylate kinase release | C. neoformans lysis, adenylate kinase release luminescence, 4 h; normalised: neutral wells 0, clomiphene wells 100 | lysis activity, % at 15 µM | 360,000 tested, 0.2% active | AID 651654;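 active means mean lysis activity across replicates of at least 80%, whatever share of replicates individually reach that level; inactive means mean lysis activity below 80%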
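Material – log-phase Cryptococcus neoformans yeast cells · Input – 5 × 10^6 yeast cells/mL · Medium – fresh YPD growth medium · Doses – single compound concentration per well · Timing – static 4 h at 37 °C with compound, 1 h detection · Detection – adenylate kinase release luminescence · Read-out – signal increase indicating cell lysis · Control set – Clomiphene as positive lysis control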
FN deposit inh: fibronectin deposition inhibition. AH1F fibroblasts, Alexa488-fibronectin deposition fluorescence, overnight. 350,000 tested, 0.086% active. AID 743247. inhibition, % at 12.6 µM;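 active means mean inhibition across replicates of 30% or more, regardless of how many single replicates reach that level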;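 further: positive control wells lacked labelled fibronectin entirely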
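Schedule: 1 h cell adhesion before compound, then overnight fibronectin incubation; test system: AH1F fibroblast monolayer depositing Alexa488-labelled fibronectin into matrix; quantity: 10000 AH1F cells per well; probe or stimulus: fluorescent fibronectin at 24 nM final; signal: fluorescence, ex 485 nm, em 525 nm; evaluation: percent inhibition as loss of matrix-bound fibronectin fluorescence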
PglD DTNB: PglD (C. jejuni) enzyme inhibition. purified PglD enzyme, DTNB colorimetric CoA detection. inhibition, % at 12.5 µM. 360,000 tested, 0.098% active; in the data active means inhibition above about 16%, passing the limit was not always enough; further: strong numbers were not always called active
F508del corr: correctors of CFTR F508del function in bronchial epithelial cells; CFBE cells, YFP halide quenching; stimulated with forskolin plus potentiator P3; % fluorescence drop versus neutral controls; activity (quench increase), % at 7.58 µM; 350,000 tested, 0.36% active; AID 720511;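 active means mean added fluorescence quench of at least 8% versus neutral control, with both replicates also reaching 8%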;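 further: cells transiently co-express mutant CFTR-F508del with the halide-sensitive YFP; corrector assay measuring rescue of mutant channel to the surface after 24 h compound exposure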
INS-1E GSIS act: GLuc luminescence reporter in INS-1E cells, primary screen for activators of glucose-dependent secretion of insulin. INS-1E GLuc reporter insulin secretion, 2-3 h. activation, % at 16.6 µM. 370,000 tested, 0.61% active. AID 743287;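 active means lowest replicate activation of at least 40%, so every replicate reaches that level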;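 further: 0% = median of neutral control wells and 100% = median of IBMX positive control wells; some compounds called inactive have numbers as strong as hits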
* marks the source's active call; other numbers are inactive results; [ ] = remark or other dose.

Results for CN1CCS/C1=C/C=C1\SC(=S)N(CC(=O)O)C1=O ?
Statin myotox sup: 2; miR-122 sensor: -38; PGC1a acetyl inh: 8; Cneo AK release: 1; FN deposit inh: -3; PglD DTNB: 1; F508del corr: 2.2; INS-1E GSIS act: -16

Results for C[C@@H]1CN([C@@H](C)CO)C(=O)c2cc(NC(=O)Nc3ccc(F)cc3)ccc2O[C@@H]1CN(C)CC1CCCCC1 ?
Statin myotox sup: -13; miR-122 sensor: 13[16.7 µM]; Cneo AK release: 57; PglD DTNB: 17*; F508del corr: -2.1; INS-1E GSIS act: -9

How did COc1ccc(CCn2c(SCCN3CCCCC3)nc3ccccc3c2=O)cc1OC do in these assays?
Statin myotox sup: -34; miR-122 sensor: -6; PGC1a acetyl inh: -24; Cneo AK release: 3; FN deposit inh: -4; PglD DTNB: -1; F508del corr: 0.8; INS-1E GSIS act: 18

How did C[C@H](CO)N1C[C@H](C)[C@H](CN(C)S(=O)(=O)c2ccc(Cl)cc2)OCCCC[C@H](C)Oc2ccc(NC(=O)c3ccncc3)cc2C1=O do in these assays?
miR-122 sensor: -3[16.7 µM]; PGC1a acetyl inh: -7; Cneo AK release: -1; FN deposit inh: 6; PglD DTNB: 2; F508del corr: 1.3; INS-1E GSIS act: -11

What do the screens show for `Cn1cnnc1SCC(=O)Nc1ccc(OC(F)F)cc1`?
PGC1a acetyl inh: -5; FN deposit inh: 6; F508del corr: -1.5; INS-1E GSIS act: 5

What do the screens show for `Cc1noc(C)c1NC(=O)Nc1ccc2c(c1)C(=O)N(C)[C@@H]1CC[C@H](CC(=O)NCc3ccc(Cl)cc3)O[C@@H]1CO2`?
Statin myotox sup: 0; Cneo AK release: 0; FN deposit inh: -4; PglD DTNB: 2; INS-1E GSIS act: -10

Results for O=S1(=O)c2c(F)cccc2OC(COCc2ccccc2)CN1C1CCCC1 (stereo not drawn) ?
Statin myotox sup: -8; miR-122 sensor: 4; PGC1a acetyl inh: -3; Cneo AK release: -5; FN deposit inh: -16; PglD DTNB: -5; F508del corr: 1.5; INS-1E GSIS act: -9

How did Cc1ccc(NC(=O)N2CCCCCC2)c(C)c1 do in these assays?
Statin myotox sup: 1; miR-122 sensor: 5; PGC1a acetyl inh: 2; Cneo AK release: -4; FN deposit inh: 2; PglD DTNB: 1; F508del corr: 0.7; INS-1E GSIS act: -10

Results for C[C@@H]1CN([C@@H](C)CO)C(=O)c2cc(NS(=O)(=O)c3ccc(F)cc3)ccc2O[C@H]1CN(C)Cc1ccccc1 ?
Statin myotox sup: 16; miR-122 sensor: -4[16.7 µM]; PGC1a acetyl inh: -2; Cneo AK release: -5; PglD DTNB: 0; F508del corr: -2.5; INS-1E GSIS act: 0

What do the screens show for `C[C@@H](NC(=O)Cn1ccc(NC(=O)OCc2ccccc2)nc1=O)c1cccc2ccccc12`?
Statin myotox sup: 1; miR-122 sensor: -5; PGC1a acetyl inh: -2; Cneo AK release: 1; FN deposit inh: -11; PglD DTNB: 2; F508del corr: 1.2; INS-1E GSIS act: -27

Results for CCCCNC(=O)CN1C(=O)NC2(CCCc3ccccc32)C1=O (stereo not drawn) ?
Statin myotox sup: 4; miR-122 sensor: -4; PGC1a acetyl inh: 4; Cneo AK release: 3; FN deposit inh: 14; PglD DTNB: -2

What do the screens show for `CCCCNC(=O)NNC(=O)C1CC1(c1ccccc1)c1ccccc1` (stereo not drawn)?
Statin myotox sup: 25; miR-122 sensor: -1; PGC1a acetyl inh: -17; Cneo AK release: 3; FN deposit inh: -4; PglD DTNB: 7; F508del corr: -1.0; INS-1E GSIS act: -12

Results for COc1ccc(NC(=O)N(C)C[C@@H]2Oc3ccc(NS(=O)(=O)c4cn(C)cn4)cc3CC(=O)N([C@H](C)CO)C[C@H]2C)cc1 ?
Statin myotox sup: -22; miR-122 sensor: 7[16.7 µM]; PGC1a acetyl inh: -1; Cneo AK release: -1; FN deposit inh: -5; PglD DTNB: 0; F508del corr: 0.3; INS-1E GSIS act: 11

Results for Cc1ccc(S(=O)(=O)N(C)C[C@H]2Oc3c(NC(=O)C4CCCCC4)cccc3C(=O)N([C@H](C)CO)C[C@H]2C)cc1 ?
Statin myotox sup: -26; miR-122 sensor: 5[16.7 µM]; Cneo AK release: -2; PglD DTNB: 0; F508del corr: 2.7; INS-1E GSIS act: -16

Results for CCCNC(=O)C[C@@H]1C[C@H]2c3cc(NC(=O)Nc4ccccc4F)ccc3O[C@H]2[C@@H](CO)O1 ?
Statin myotox sup: 3; miR-122 sensor: -3[16.7 µM]; PGC1a acetyl inh: -17; Cneo AK release: -4; FN deposit inh: -24; PglD DTNB: 2; F508del corr: -2.6; INS-1E GSIS act: 8

What do the screens show for `C[C@H](NC(=O)[C@@H]1CSC2c3ccccc3C(=O)N21)C(=O)NCCc1ccccc1` (stereo partly drawn)?
Statin myotox sup: 10; Cneo AK release: 6; FN deposit inh: -4; PglD DTNB: -6; F508del corr: 2.1; INS-1E GSIS act: 17

Results for O=C(CN(Cc1ccccc1Cl)S(=O)(=O)c1ccc(Cl)cc1)N/N=C/c1ccc(C(=O)O)cc1 ?
Statin myotox sup: -2; miR-122 sensor: 1; PGC1a acetyl inh: 2; Cneo AK release: -2; FN deposit inh: 7; PglD DTNB: -199; F508del corr: -2.0; INS-1E GSIS act: -2

Results for O=C(c1ccccc1)N1CCCCC(Sc2nnnn2-c2ccccc2)C1=O (stereo not drawn) ?
Statin myotox sup: 33; miR-122 sensor: 4; PGC1a acetyl inh: -15; Cneo AK release: 1; FN deposit inh: -6; PglD DTNB: -1

What do the screens show for `Cc1noc(C)c1COc1ccc(C(=O)OCC(=O)Nc2ccc3ccccc3c2)cc1`?
Statin myotox sup: 2; miR-122 sensor: -14; PGC1a acetyl inh: 8; Cneo AK release: -3; FN deposit inh: -14; PglD DTNB: -1

How did Cc1cc(=O)n2[nH]c(C)c(-c3ccc(Cl)cc3)c2n1 do in these assays?
Statin myotox sup: -23; miR-122 sensor: -5; PGC1a acetyl inh: 10; Cneo AK release: -2; FN deposit inh: -5; PglD DTNB: -3

Results for C[C@H]1CN([C@@H](C)CO)C(=O)c2cc(-c3cccnc3)cnc2O[C@@H]1CN(C)C(=O)NC1CCCC1 ?
Statin myotox sup: -6; miR-122 sensor: 0[16.7 µM]; PGC1a acetyl inh: 11; Cneo AK release: 0; FN deposit inh: -9; PglD DTNB: 4; F508del corr: -3.0; INS-1E GSIS act: -1

Results for CCOC(=O)c1sc(NC(NC(=O)c2ccco2)(C(=O)OC)C(F)(F)F)nc1C (stereo not drawn) ?
Statin myotox sup: 8; miR-122 sensor: 1; PGC1a acetyl inh: -10; Cneo AK release: -2; PglD DTNB: 0; INS-1E GSIS act: 8

How did Cc1ccc(S(=O)(=O)Nc2ccc3c(c2)C(=O)N([C@@H](C)CO)C[C@H](C)[C@@H](CN(C)Cc2ccncc2)O3)cc1 do in these assays?
Statin myotox sup: 0; miR-122 sensor: -1[16.7 µM]; PGC1a acetyl inh: 1; Cneo AK release: 2; PglD DTNB: -2; F508del corr: -3.1; INS-1E GSIS act: -10

What do the screens show for `O=C(Cc1cccc(NC(=O)C2CCCN(C(=O)C3CC3)C2)c1)Nc1cccc(C(=O)N2CCOCC2)c1` (stereo not drawn)?
Statin myotox sup: 1; miR-122 sensor: 0; PGC1a acetyl inh: 4; Cneo AK release: -1; FN deposit inh: 1; PglD DTNB: -4; F508del corr: -2.0; INS-1E GSIS act: 2

How did Cc1ccc(NC(=O)N2CCCC2C(=O)NCCC2=CCCCC2)cc1 (stereo not drawn) do in these assays?
miR-122 sensor: -3; Cneo AK release: 11; FN deposit inh: 1; PglD DTNB: 3

What do the screens show for `CCOCCCNCc1ccc(OCc2ccccc2C)c(OC)c1`?
Statin myotox sup: -11; miR-122 sensor: -3; PGC1a acetyl inh: -4; Cneo AK release: 4; FN deposit inh: 4; PglD DTNB: 1; F508del corr: -0.8; INS-1E GSIS act: 12

Results for N#Cc1nc(Cc2cccc3ccccc23)oc1NCc1ccco1 ?
Statin myotox sup: 19; miR-122 sensor: -1; PGC1a acetyl inh: -32; Cneo AK release: 4; PglD DTNB: -1; F508del corr: 1.8; INS-1E GSIS act: -34

Results for O=C1C=C(c2cc(F)ccc2F)C[C@@H](c2ccc(F)cc2)C1 ?
Statin myotox sup: -1; miR-122 sensor: 5; PGC1a acetyl inh: 9; Cneo AK release: -7; FN deposit inh: 2; PglD DTNB: 1; F508del corr: -0.5; INS-1E GSIS act: -6

Results for CO[C@@H]1CN(C)C(=O)c2ccc(NS(=O)(=O)c3cccc(Cl)c3)cc2OC[C@H](C)NC[C@@H]1C ?
Statin myotox sup: 1; PGC1a acetyl inh: 18; Cneo AK release: 1; FN deposit inh: -1; PglD DTNB: 0; F508del corr: -1.0; INS-1E GSIS act: 8

How did COc1ccc(N=C2SC(CC(=O)Nc3ccccc3)C(=O)N2CCN2CCOCC2)cc1 (stereo not drawn) do in these assays?
Statin myotox sup: 6; miR-122 sensor: -1; PGC1a acetyl inh: -1; Cneo AK release: 2; FN deposit inh: -2; PglD DTNB: 4; F508del corr: -0.8; INS-1E GSIS act: -11

Results for COc1ccc2c3c([nH]c2c1)[C@@H](CO)N(Cc1nccs1)CC31CCN(Cc2cccnc2)CC1 ?
PGC1a acetyl inh: 5; FN deposit inh: 3; F508del corr: 1.8; INS-1E GSIS act: -24

How did CSCC[C@H](NC(=O)Cc1c(C)c2c(cc(C)c3c(C)coc32)oc1=O)C(=O)O do in these assays?
Statin myotox sup: 0; PGC1a acetyl inh: -2; Cneo AK release: -1; FN deposit inh: -1; PglD DTNB: -9; F508del corr: 1.5; INS-1E GSIS act: -4

How did CCC(=O)N1[C@@H]2CN(S(=O)(=O)c3ccccc3F)c3ccccc3[C@@H]2[C@@H]1CO do in these assays?
Statin myotox sup: 6; miR-122 sensor: -8[16.7 µM]; PGC1a acetyl inh: 0; Cneo AK release: -5; PglD DTNB: 5; F508del corr: 0.4; INS-1E GSIS act: 4

What do the screens show for `COCC(=O)N(C)C[C@H]1Oc2cc(-c3ccccc3F)ccc2S(=O)(=O)N([C@H](C)CO)C[C@H]1C`?
Statin myotox sup: -12; miR-122 sensor: -46[16.7 µM]; PGC1a acetyl inh: -9; Cneo AK release: 9; FN deposit inh: 1; PglD DTNB: -7; F508del corr: -0.5; INS-1E GSIS act: 23

What do the screens show for `COc1ccc(C2C=C(C)Nc3nc(SC)nn32)cc1` (stereo not drawn)?
Statin myotox sup: -3; miR-122 sensor: -1; PGC1a acetyl inh: -1; Cneo AK release: 0; PglD DTNB: -3; INS-1E GSIS act: 6

How did O=C(COC(=O)c1cnccn1)NC(=O)c1ccccc1 do in these assays?
Statin myotox sup: -2; Cneo AK release: 0; FN deposit inh: 5; PglD DTNB: -5; F508del corr: 0.0; INS-1E GSIS act: 28

Of the compounds above, two have an NH in an aromatic ring:
How did Cc1cc(=O)n2[nH]c(C)c(-c3ccc(Cl)cc3)c2n1 do in these assays?
Statin myotox sup: -23; miR-122 sensor: -5; PGC1a acetyl inh: 10; Cneo AK release: -2; FN deposit inh: -5; PglD DTNB: -3

Results for COc1ccc2c3c([nH]c2c1)[C@@H](CO)N(Cc1nccs1)CC31CCN(Cc2cccnc2)CC1 ?
PGC1a acetyl inh: 5; FN deposit inh: 3; F508del corr: 1.8; INS-1E GSIS act: -24
